Screens from PubChem.
KCNH2 WT inh: inhibitors of human wildtype KCNH2 potassium channel; U2OS, BacMam KCNH2, thallium flux FluxOr; stronger effect = lower value; activity change, % at 1.84 µM; 0.37% of 340,000 active; AID 720551;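 active means maximum activity change below -70%; inconclusive means maximum activity change between -70% and -50%; inactive means maximum activity change above -50%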; further: on the % scale 0 is the no-effect control and ±100 the full control effect
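U2OS cells transduced with wild-type KCNH2 virus are loaded with FluxOr dye for 45 min, and thallium flux is measured in kinetic reads before and after stimulation buffer. Rate constants are normalized to DMSO controls.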
a7 integrin act: activators of alpha7 integrin expression for muscular dystrophy. alpha7betagal myoblasts, beta-gal FDG fluorescence, 48 h. Potency, µM (series often up to 38.3 µM), for inactives: at the highest dose activation, hits mostly activators. 0.064% of 350,000 active. AID 624291;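 further: potency means the concentration at half of the fitted maximal effect; 100% = response of the positive control SU9516; nearly all actives have a fitted effect of over 60% in size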
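Alpha7betagal+/- myoblasts (passage 13) were plated 16-24 hr, then exposed to compounds (1:260 dilution of DMSO stock) for 48 hours at 37C. After MPER lysis, β-galactosidase reporter activity was read as FDG fluorescence (ex 480/em 540) after 30 minutes.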
MBNL1 CUG block: inhibitors of human MBNL1 binding to CUG repeat RNA; Q9NR56; TR-FRET MBNL1-His/biotin-(CUG)12 binding, 665/545 ratio; Potency, µM (top dose mostly 57.5 µM), for inactives: at the top dose activity change, negative = inhibition, usual class: inhibitors; 0.036% of 280,000 active; AID 2675; active means well fitted inhibition curve with a large enough effect in the signal ratio, with a control signal flat, not every such curve was filed as active; inconclusive means small, poorly fitted or top-dose-only effect, or effect the other way, or a change in a side signal; inactive means no such curve, though single readings can be large or run the other way; the % refers to the signal ratio; further: potency means the concentration at half of the fitted maximal effect; on the % scale 0 is the no-effect control and ±100 the full control effect
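MBNL1-His + Biotin-(CUG)12, cpd titration 92 nM–58 uM; Tb anti-His Ab 0.055 ng/ul, SA-XL665 5 nM (final); 60 min RT; ratiometric 665/545 nm, Ex 340 nm; normalized to buffer and full-complex controls.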
Coupling enz: coupling enzyme interference in Giardia aldolase counter-screen. coupling enzyme system counterscreen, AmpLite Red fluorescence. activity change, negative = inhibition, % at 58.2 µM, hits read low. 0.67% of 290,000 active. AID 2472; in the data active means activity change below about -30%; further: on the % scale 0 is the no-effect control and ±100 the full control effect
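Compounds tested against the coupling enzymes alone at 57.5 uM final; readout was AmpLite Red fluorescence (525/598 nm) after 20 min at RT.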
KCNH2 3.1 block: KCNH2 3.1 (human) potassium channel inhibition; activity change, % (tested at about 1.8 µM); U2OS KCNH2 3.1, thallium flux FluxOr; stronger effect = lower value; 0.95% of 340,000 active;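 active means maximum activity change below -70%; inconclusive means maximum activity change from -70% to -50%; inactive means maximum activity change above -50%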;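 further: thallium influx rate constant from kinetic fluorescence after stimulation buffer; on the % scale 0 is the no-effect control and ±100 the full control effect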
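Channel expression came from 3.1 mutant virus (1.77 x 10^8 /mL) applied to suspended U2OS cells for 4 h. Flux was tracked with FluxOr dye plus Red40 quencher, and kinetic rate constants normalized to controls.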
GALK inhibitor: inhibitors of human galactokinase; P51570; Purified GALK, Kinase-Glo residual ATP luminescence; Potency, µM (series often up to 57.5 µM), without a hit: at the highest dose activity change, negative = inhibition, actives largely listed as inhibitors; 0.007% of 270,000 active; further: potency means the concentration at half of the fitted maximal effect; on the % scale 0 is the no-effect control and ±100 the full control effect
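Quantitative HTS: GALK 5 nM, ATP 35 uM, galactose 100 uM, 1 h room temperature, then luciferase-based ATP detection.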
TRPV1 ag: activates the human vanilloid receptor TRPV1. Q8NER1. TRPV1-expressing cells, Fluo-8 calcium influx, agonist mode. activation, % at 8.33 µM. 0.19% of 320,000 active; in the data active means activation above about 80%; inconclusive means between about 30% and that limit; further: 0% is about no effect
Target sequence (Q8NER1 whole entry, looked up): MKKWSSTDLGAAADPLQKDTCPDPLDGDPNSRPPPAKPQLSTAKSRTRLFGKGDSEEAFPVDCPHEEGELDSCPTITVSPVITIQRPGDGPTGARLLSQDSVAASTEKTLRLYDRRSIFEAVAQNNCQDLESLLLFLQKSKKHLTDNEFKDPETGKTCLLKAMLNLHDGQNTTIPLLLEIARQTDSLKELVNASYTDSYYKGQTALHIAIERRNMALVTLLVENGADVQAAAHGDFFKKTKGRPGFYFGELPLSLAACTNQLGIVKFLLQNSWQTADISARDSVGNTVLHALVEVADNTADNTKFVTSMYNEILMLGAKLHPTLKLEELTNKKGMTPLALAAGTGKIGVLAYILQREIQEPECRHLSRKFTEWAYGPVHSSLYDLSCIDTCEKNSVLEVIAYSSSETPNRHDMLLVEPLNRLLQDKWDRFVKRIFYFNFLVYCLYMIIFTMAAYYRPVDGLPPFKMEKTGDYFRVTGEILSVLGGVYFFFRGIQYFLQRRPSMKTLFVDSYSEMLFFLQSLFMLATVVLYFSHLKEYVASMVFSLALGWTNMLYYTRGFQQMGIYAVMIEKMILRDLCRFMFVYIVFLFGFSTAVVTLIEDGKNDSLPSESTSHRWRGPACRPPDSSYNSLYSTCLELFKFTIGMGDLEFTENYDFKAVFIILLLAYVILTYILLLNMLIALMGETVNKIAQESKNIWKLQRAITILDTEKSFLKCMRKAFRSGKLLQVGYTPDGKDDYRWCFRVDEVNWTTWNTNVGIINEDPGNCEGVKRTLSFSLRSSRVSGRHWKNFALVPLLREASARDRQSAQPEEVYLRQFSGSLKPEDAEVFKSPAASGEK
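Cells expressing TRPV1 were dye-loaded with Fluo-8 and read kinetically: 10 s baseline, 3 min after compound (agonist portion), then 2 min after EC20 capsaicin (allosteric enhancer portion). Calcium-bound dye fluorescence at 480/520 nm.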
CXXC DNA block: blocks binding of human MLL CXXC domain to DNA | 0.037% of 290,000 active | MLL-CXXC / FITC-HOXA9 DNA fluorescence polarization | Potency, µM (titrated, usually from 115 µM), for the others: top-dose activity change, negative = inhibition, usual class: inhibitors | Q03164; active means well fitted inhibition curve with a large enough effect in the polarisation, with a control signal flat, not every such curve was filed as active; inconclusive means small, poorly fitted or top-dose-only effect, or effect the other way, or a change in a side signal; inactive means no such curve, though single readings can be large or run the other way; the % refers to the polarisation; further: potency means the concentration at half of the fitted maximal effect
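Fluorescence polarization: 7 uM MLL-CXXC (stock) preincubated 5 min with compounds, then 50 nM fluorescein-HOX-A9 DNA (stock) added; 30 min ambient. Buffer 50 mM Tris-HCl pH 7.5, 50 mM NaCl, 1 mM DTT, 0.05% BSA.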
ASM inhibitor: inhibitors of human secretory acid sphingomyelinase; P17405; placental ASM, HMU-PC fluorogenic substrate, 60 min; Potency, µM (top dose mostly 57.5 µM), inactives show at the top dose activity change, negative = inhibition, usual class: inhibitors; 0.006% of 340,000 active; further: potency means the concentration at half of the fitted maximal effect
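HMU-PC0 cleavage (9 uM final) by human placental ASM, 60 min at 37 °C following 10 min compound exposure at RT; stopped at pH 10, fluorescence Ex 386/Em 447 nm.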
A-T KAP1 phos: potential ataxia-telangiectasia treatments restoring KAP-1 phosphorylation; […] A-T fibroblasts, KAP-1 phosphorylation AlphaLISA; neocarzinostatin DNA damage 30 min before lysis; Potency, µM (titrated, usually from 57.5 µM), without a hit: at the top dose activation, actives largely listed as activators; 0.19% of 320,000 active; AID 485349; further: potency means the concentration at half of the fitted maximal effect; % of control where 0% means no effect; nearly all actives have a fitted effect of over 45% in size
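ATM-like activity read as KAP-1 phosphorylation via AlphaLISA donor/acceptor antibody pairs after lysis and 6 hr at 25C. Cells were ATM-null patient fibroblasts ([…], hTERT), dosed 60 min, then exposed to the DSB inducer NCS for 30 min.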
An asterisk follows results filed as active; i = inactive; ? = inconclusive; / = not tested or not shown; & = joins results of further samples; [ ] = dose if it differs, or a comment. Unless noted, the call rests on the fitted dose curve; in most records, active means well fitted curve in the direction sought with a large enough effect; inconclusive means small, poorly fitted or top-dose-only effect, or another doubt; inactive means no such curve, though single readings can be large; an effect the other way counts as inactive or inconclusive. This is a random part of the collection, and some 2% of all compounds hit somewhere here.

smiles,KCNH2 WT inh,a7 integrin act,MBNL1 CUG block,Coupling enz,KCNH2 3.1 block,GALK inhibitor,TRPV1 ag,CXXC DNA block,ASM inhibitor,A-T KAP1 phos
CC1(C)C2CCC1(C)C(OC(=O)C[n+]1ccccc1)C2 (stereo not drawn),-1,-10%,-2%,1,-4,6%,1,-9%,0%,-15%
COc1ccc(C2C(C(=O)N3CCN(C)CC3)c3ccccc3C(=O)N2C2CCCCC2)cc1 (stereo not drawn),9,-4%,7%,-10,6,-1%,6,-2%,1%,-5%
COC(=O)C(NC(=O)c1ccccc1C(=O)O)c1ccc2ccccc2c1 (stereo not drawn),32,-21%,-2%,1,7,-3%,-3,6%,5%,-17%
COCCOc1ccc(C(F)(F)F)cc1Nc1nc2ccccc2o1,12,-24%,1%,-2,1,-3%,?,11%,-13%,11%
COc1cc(NC(=O)COC(=O)CNC(=O)c2ccc(C)s2)cc(OC)c1,-3,0%,2%,1,-7,-2%,3,11%,3%,0%
CCc1ccccc1S(=O)(=O)Cc1ccc(C(=O)NCc2cccs2)o1,/,-28%,-4%,1,3,4%,3,-5%,6%,-2%
C=CCC(=O)NC1CC(C)(C)Cc2c1cnn2-c1ccc(C)cc1 (stereo not drawn),0,-7%,-2%,0,-4,-6%,15,-4%,5%,9%
Cn1c(C(=O)N2CCC(C(=O)N3CCN(Cc4ccc5c(c4)OCO5)CC3)CC2)cc2sccc21,12,-22%,-10%,1,16,0%,12,-1%,5%,5%
C=CCc1cc(OC)ccc1OCCOCCN1CCc2ccccc2C1,19,-42%[inhibitor],-10%,0,?,1%,-3,12%,-1%,6%
CN(CC(=O)Nc1cccc(F)c1)C(=O)C1(c2ccccc2)CC1,11,7%,/,/,14,/,9,/,1%,6%
CC(C)(C)OC(=O)N[C@H](Cc1ccccc1)C(=O)N1CCC(C(=O)O)CC1,-13,15%,-1%,2,1,1%,-2,-1%,3%,-6%
COc1cc(CC(=O)OCC(=O)NCCc2ccc(S(N)(=O)=O)cc2)cc(OC)c1OC,-1,5%,/,/,-23,/,-1,/,-1%,0%
CCCOc1ccc(CN(CCO)CCO)cc1C(=O)OC,16,22%[7.66 µM],2%,2,10,0%,-5,2%,1%,5%
N#CC1=C(N)n2c(s/c(=C\c3cccs3)c2=O)=C(C#N)C1c1cccs1 (stereo not drawn),-5,1%,-11%,-4,-9,-3%,5,?,-2%,2%
COC(=O)c1ccc(NC(C)C(=O)OC)c([N+](=O)[O-])c1 (stereo not drawn),-5,-22%,?,1,-1,1%,1,2%,-4%,-3%
CCOC(=O)c1sc(NC(=O)CSc2nccn2C)nc1C,2,11%,0%,/,16,7%,1,14%,1%,0%
Cc1cccc(Nc2c3c(nc4ncnn24)CCC3)c1,/,-18%,2%,2,-7,5%,-2,-6%,2%,19%[11.5 µM]
C=CCNC(=S)NNC(=O)c1ccc(OCC)cc1,-3,1%,8%,1,-11,0%,-8,-2%,3%,0%
CCc1ccc2nc3nc(C)cc(C)c3c(N)c2c1,0,-45%,?,2,-1,-1%,0,?,i,-3%
COc1cc(C=O)ccc1OCCOCCOc1cc(C)ccc1Cl,11,-7%,5%,-1,25,1%,4,-7%,1%,9%
O=C(Cc1ccsc1)OCC(=O)c1ccccc1,-6,0%,/,/,-6,/,/,/,-2%,9%
O=S(=O)(Nc1cc(Cl)ccc1-n1cncn1)c1cc(Br)ccc1Br,-13,30%,/,/,1,/,0,/,7%,2%
O=C(Nc1ccccc1Cl)c1ccc(S(=O)(=O)NCC2CCCO2)cc1 (stereo not drawn),-27,-7%,8%,1,19,-1%,0,4%,-4%,3%
C[C@H]1CC[C@H]2C(=O)N[C@H](Cc3ccccc3)C(=O)N2[C@@H]1c1ccccc1,/,-3%,18%,1&3,/,/,-3,3%,1%,13%
O=c1nc(SCc2cccc(C(F)(F)F)c2)nc2ccccn12,0,-21%,-1%,4,11,0%,5,-1%,-3%,1%
COCCCNc1nc2c(c(=O)[nH]c(=O)n2C)n1CC(O)COc1ccccc1C (stereo not drawn),1,16%,-2%,1,4,1%,3,8%,-1%,1%
CC(C)CC1Nc2ccc(C(=O)NCc3ccc4c(c3)OCO4)cc2NC1=O (stereo not drawn),2,2%,2%,1,-3,-1%,-2,10%,9%,4%
O=C(c1cnn(-c2nc3ccccc3s2)c1)c1ccccc1O,-12,5%,-10%,1,8,-1%,-1,2%,-10%,6%
CC1=C(C(=O)N2CCCC(N3CCN(c4ccccc4C)CC3)C2)OCCO1 (stereo not drawn),-15,0%,1%,5,1,1%,1,27%,9%,1%
Cc1ccc(NC(=O)CCC(=O)N/N=C/c2ccco2)c(C)c1,6,-9%,14%,0,4,0%,-1,10%,0%,2%
CCN(c1ccccc1)S(=O)(=O)c1ccc(C(=O)Nc2ccccc2OC)cc1,-5,-12%,/,/,-23,/,/,/,-1%,7%
COC(=O)c1sc2nc(CN3CCOCC3)nc(N3CCOCC3)c2c1C,-8,-3%,21%,4,-6,0%,1,-3%,1%,-9%
O=C(NCCc1ccc(Cl)cc1)C1CCN(C(=O)c2ccc(F)cc2)CC1,5,7%,-6%,1,12,14%,2,3%,-1%,2%
CCC(=O)N/N=C/c1ccc(-c2ccc(Cl)cc2)o1,-4,-24%,?,0,0,-4%,-2,-2%,-2%,-1%
COc1cc(N/C(N)=N/c2nc(C)cc(C)n2)cc(OC)c1,13,?,-8%,0,6,1%,7,-6%,-3%,2%
Cc1cc(N)nc(=O)n1C1CC(O)C(CO)O1 (stereo not drawn),21,24%,/,/,23,/,/,/,6%,/
Cc1ccccc1/C=N/Nc1nc2ccccc2[nH]1,8,?,2%,0,-2,-2%,?,-4%,-2%,0%
O=C(CSc1nnc(-c2ccncc2)n1C1CCCCC1)Nc1ccccc1,6,10%,-8%,3,1,1%,4,-1%,-2%,7%
Cc1cccc(C(=O)N/C(=C/c2ccco2)C(=O)N2CCCCCC2)c1,-5,21%,9%,/,7,-2%,25,2%,-5%,-8%
COc1ccc(NC(=O)c2c(C)nn(Cc3ccccc3)c2C)cc1S(=O)(=O)N(C)C,2,-16%,-5%,1,5,0%,-2,-2%,-2%,-1%
CCCN1C(=O)/C(=C/c2ccccc2OCc2ccc(C(=O)O)cc2)NC1=S,-8,-10%,11%,11,-7,-1%,6,-1%,3%,-6%
CC(C)CC[n+]1ccn(-c2nc3ccccc3nc2[N-]S(=O)(=O)c2ccccc2)c1,13,-15%,3%,0,-5,-3%,5,2%,/,1%
CSCC[C@H](NC(=O)c1cccnc1)c1nnc2ccccn12,-5,?,-2%,/,17,-2%,-3,3%,14%,4%
CSC1=NCCN1C(=O)Cc1cccc2ccccc12,-4,0%,5%,-2,-12,/,-2,12%,-2%,6%
O=C(OCc1cc(=O)n2ccsc2n1)C1(c2ccc(Cl)cc2)CC1,7,-26%,/,/,9,/,-1,/,-4%,-6%
Cn1cc(CC(=O)NCc2ccc(F)cc2)c2ccccc21,-5,-5%,-4%,-9,-10,-1%,-8,18%,1%,31%
Cc1cc(CN(C)C)c(O)c(C2(C)CCCCC2)c1,-10,-22%,-5%,-2,11,0%,3,10%,1%,-3%
O=c1c2c(-c3ccccc3)csc2nc2c3ccccc3c(NCCN3CCOCC3)nn12,-9,-38%[inhibitor],-2%,-1,17,-1%,?,?,/,32%

Overlap with the part before: two entries; new compounds follow.
smiles,KCNH2 WT inh,a7 integrin act,MBNL1 CUG block,Coupling enz,KCNH2 3.1 block,GALK inhibitor,TRPV1 ag,CXXC DNA block,ASM inhibitor,A-T KAP1 phos
Cc1cc(CN(C)C)c(O)c(C2(C)CCCCC2)c1,-10,-22%,-5%,-2,11,0%,3,10%,1%,-3%
O=c1c2c(-c3ccccc3)csc2nc2c3ccccc3c(NCCN3CCOCC3)nn12,-9,-38%[inhibitor],-2%,-1,17,-1%,?,?,/,32%
CCc1nnc(NS(=O)(=O)c2ccc(NC(=S)NC(=O)c3cccnc3)cc2)s1,6,18%,-26%,6,20,3%,4,-1%,-3%,0%
COc1ccc(CC(C)CC(=O)Nc2ccc(OC)cc2)cc1 (stereo not drawn),-14,-16%,1%,0,-7,-2%,?,-1%,0%,-1%
N#CC1(NC(=O)COC(=O)/C=C/c2ccc3ccccc3n2)CCCCC1,11,38%,2%,/,11,5%,9,-6%,-1%,5%
CN(C)C(CNS(=O)(=O)c1ccc(Cl)cc1F)c1ccco1 (stereo not drawn),7,40%,/,/,-2,/,/,/,5%,20%
